# PglD inh: C. jejuni PglD acetyltransferase inhibitors, primary screen, biochemical, DTNB colorimetric, single point; UDP-N-acetylbacillosamine N-acetyltransferase PglD (Campylobacter jejuni); purified PglD enzyme, DTNB colorimetric CoA detection; inhibition, % at 12.5 µM; 360,000 compounds, 0.098% hits; in the data active means inhibition above about 16%, passing the limit was not always enough; further: strong numbers were not always called active
# GSIS activator: GLuc luminescence reporter in INS-1E cells, primary screen for activators of glucose-dependent secretion of insulin; INS-1E GLuc reporter insulin secretion, 2-3 h; activation, % at 16.6 µM; 370,000 compounds, 0.61% hits;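 active means lowest replicate activation of at least 40%, so every replicate reaches that level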;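 further: 0% = median of neutral control wells and 100% = median of IBMX positive control wells; some compounds called inactive have numbers as strong as hits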
# F508del corr: F508del CFTR correction, initial screen, CFBE line, single point; 350,000 compounds, 0.36% hits; activity (quench increase), % at 7.58 µM; CFBE cells, YFP halide quenching; stimulated with forskolin plus potentiator P3; % fluorescence drop versus neutral controls;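 active means mean added fluorescence quench of at least 8% versus neutral control, with both replicates also reaching 8%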;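 further: cells transiently co-express mutant CFTR-F508del with the halide-sensitive YFP; corrector assay measuring rescue of mutant channel to the surface after 24 h compound exposure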
# miR122 inh: miR-122 Renilla sensor signal increase in Huh7, primary screen, miR-122 inhibitor project, cell-based, single point, plate reader; activation (reporter increase), % at 12.5 µM; 340,000 compounds, 0.3% hits; Huh7 miR-122 Renilla luciferase sensor, 48 h; neutral wells = 0, positive control = 100; AID 602342, 2012;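 active means mean replicate activation score at least 90 and every replicate individually at or above 90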;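 further: higher luciferase means less miR-122 activity so hits act as miR-122 inhibitors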
# PGC1a acetyl inh: inhibitors of PGC1a acetylation signal, primary screen, cell-based, U2OS, AlphaScreen, inhibitor mode; AID 651687, 2012; inhibition, % at 15.6 µM; 350,000 compounds, 0.17% hits; AlphaScreen anti-acetyl-lysine; with virally co-expressed GCN5 acetyltransferase;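 active means every replicate shows inhibition of at least 40%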;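 further: 0% = neutral control wells and 100% = positive control wells; some results beyond the cut were filed as inactive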
# Cneo AK release: Cryptococcus neoformans cell lysis inducers, primary screen, AK release luminescence, single concentration; C. neoformans lysis, adenylate kinase release luminescence, 4 h; normalised: neutral wells 0, clomiphene wells 100; 360,000 compounds, 0.2% hits; lysis activity, % at 15 µM; AID 651654, 2012;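 active means mean lysis activity across replicates of at least 80%, whatever share of replicates individually reach that level; inactive means mean lysis activity below 80%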
#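 Material – Cryptococcus neoformans yeast cells · Quantity – 5 × 10^6 yeast cells/mL · Buffer or medium – YPD medium · Compound – single dose · Timing – 4 h static compound exposure, 37 °C, read 1 h post-reagent · Signal – adenylate kinase release luminescence · Read-out basis – lysis from increased AK signal · Benchmarks – Clomiphene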
# FN deposition inh: inhibitors of fibronectin matrix deposition, primary screen, AH1F cells, Alexa488-fibronectin fluorescence, plate reader; AH1F fibroblasts, overnight; inhibition, % at 12.6 µM; 350,000 compounds, 0.086% hits; AID 743247, 2014;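 active means mean inhibition across replicates of 30% or more, regardless of how many single replicates reach that level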;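 further: positive control wells lacked labelled fibronectin entirely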
#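 Material: AH1F fibroblast monolayer depositing Alexa488-labelled fibronectin into matrix | Input: 10000 AH1F cells/well | Medium: DMEM plus 2% serum, read in PBS | Reagent: Alexa488-fibronectin, 24 nM final in well | Compound dosing: One dose per compound, pinned | Schedule: 1 h adhesion, overnight exposure | Measured by: Fluorescence at 485 nm excitation, 525 nm emission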
# Statin myotox sup: suppressors of statin myotoxicity in C2C12 myotubes, primary screen, cell-based, single point, plate reader; 330,000 compounds, 0.78% hits; C2C12 myotubes + simvastatin, ATP luminescence, 48 h; scaled: DMSO 0, geranylgeraniol control 100; rescue of ATP level, % at 7.49 µM;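 active means mean ATP rescue above about 67%, or every replicate alone reaching that limit, limit read from the data, passing the limit was not always enough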;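 further: myotubes were challenged with 10 µM simvastatin during compound exposure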
# An asterisk follows results filed as active; nt = not tested or not shown; [ ] = dose if it differs, or a comment. No enrichment for hits; overall some 2.1% were active at least once.
# Below each compound – Cneo AK release	Statin myotox sup	PglD inh	F508del corr	GSIS activator	FN deposition inh	PGC1a acetyl inh	miR122 inh
1: C[C@@H]1CN([C@H](C)CO)C(=O)c2cccc(NC(=O)Nc3ccc(C(F)(F)F)cc3)c2O[C@H]1CN(C)S(=O)(=O)c1ccccc1
  nt	-31	nt	0.8	-1	nt	-22	-2[16.7 µM]
2: CCOc1cccc(N2C(=O)CC(N3CCC(C(N)=O)(N4CCCCC4)CC3)C2=O)c1 (stereo unspecified)
  0	0	2	nt	nt	nt	-8	-1
3: CCC(C)(C)NC(=O)C(c1ccc(O)cc1)N(C(=O)Cn1nnc2ccccc21)c1ccc(NC(C)=O)cc1 (stereo unspecified)
  -2	26	6	0.8	29	-7	-4	8
4: COc1cc(Nc2cc(C)nc3nc(C)nn23)cc(OC)c1OC
  0	4	3	1.4	10	-3	nt	-8
5: Cc1ccc(S(=O)(=O)N(CC(=O)O)c2ccc(Cl)c(C(F)(F)F)c2)cc1
  nt	nt	nt	0.3	4	-7	2	-7
6: COc1cccc(C(N)=O)c1
  -1	-4	8	0.3	nt	nt	-3	1
7: Cc1ccc(S(=O)(=O)N2CCCCC2)cc1C(=O)N1CCCC1
  2	3	-5	-1.4	23	-5	nt	nt
8: COc1ccc(NC(=O)Nc2cccc3c2O[C@H](CN(C)S(=O)(=O)c2ccc(OC)cc2)[C@H](C)CN([C@@H](C)CO)C3=O)cc1
  -3	15	-2	-3.2	-5	nt	2	-3[16.7 µM]
9: CCc1ccc(CNC(=O)CCC(=O)N2Cc3cccc(OC)c3Oc3ncccc32)cc1
  1	7	0	3.8	8	6	-2	-2
10: CCCC(=O)Nc1ccc2c(c1)OC[C@@H](C)N(Cc1ccncc1)C[C@H](C)[C@@H](OC)CN(C)C2=O
  47	-18	1	2.9	19	6	nt	17[16.7 µM]
11: CCOC(=O)C(=CNc1ccc(O)c(C(=O)OC)c1)C(=O)OCC
  0	12	-3	0.5	19	4	nt	-7
12: COc1ccc(-c2[nH]ncc2/C=N\NS(=O)(=O)c2ccccc2)cc1OC
  4	2	3	nt	11	nt	0	-4
13: CCNc1nc(SCCOc2ccccc2)nc(N(C)C)n1
  1	-3	-1	2.0	20	nt	5	-1
14: CC(C)Oc1ccc(C(CC(=O)NCc2ccco2)c2ccccc2)cc1 (stereo unspecified)
  1	10	0	-1.9	-54	nt	-5	6
15: Cc1ccc2nc3c(cc2c1)CN(Cc1ccco1)C(=NCC1CCCO1)S3 (stereo unspecified)
  0	12	2	nt	nt	nt	3	-1
16: Cc1ccc(-c2cc(=O)c3ccc(F)cc3[nH]2)cc1
  -6	-1	6	-0.1	-3	-2	4	12
17: O=C(CSc1nnc(-c2cccnc2)n1C1CCCCC1)NC1CCCCC1
  0	-14	-4	nt	nt	nt	6	3
18: C[C@H](CO)N1C[C@H](C)[C@@H](CN(C)C)Oc2ccc(NC(=O)Cn3cnnn3)cc2C1=O
  -2	2	-5	-0.3	10	nt	7	-1[16.7 µM]
19: CCOC(=O)C1C(C(=O)OC)=C(C(=O)OC)c2ccccc2N1S(=O)(=O)C(F)(F)F (stereo unspecified)
  1	3	-1	4.6	22	-6	3	-2
20: COCC(=O)Nc1ccc2c(c1)C(=O)N(C)[C@H]1CC[C@@H](CC(=O)NCC(F)(F)F)O[C@@H]1CO2
  1	3	0	1.3	4	-11	-2	20[16.7 µM]
21: CS(=O)(=O)NC1c2cccc3cccc(c23)C1N1CCOCC1 (stereo unspecified)
  -4	-4	-1	-2.7	2	nt	-8	4
22: CCN(CC)S(=O)(=O)c1ccc(NS(=O)(=O)c2ccc(C)c(C)c2)cc1
  0	3	-3	nt	nt	4	-7	183*
23: Cc1noc(N)c1C(=O)Nc1ccc(C(C)(C)C)cc1
  -16	nt	-6	nt	nt	-1	5	-3
24: COc1ccc(CCC(=O)OCC(=O)Nc2ccccc2)cc1
  4	3	-3	-2.0	15	6	0	-5
25: COC(C(=O)N/N=C(\C)CC(=O)Nc1ccc(N(C)C)cc1)c1ccccc1 (stereo unspecified)
  nt	nt	nt	0.9	-7	3	-6	nt
26: CCOC(=O)C1(C)CCN1C(=O)CSc1ccccc1 (stereo unspecified)
  -2	-12	-4	0.9	-4	9	1	-1
27: COc1cccc(OCCSc2nnc3sc4ccccc4n23)c1
  -3	5	5	nt	nt	nt	5	-8
28: CC(=O)Nc1cccc(-c2ccnc3c2CC(C(=O)NCc2ccc(F)c(F)c2)O3)c1 (stereo unspecified)
  0	-5	1	-0.2	-8	2	nt	2
29: O=C1/C(=N\S(=O)(=O)c2cccs2)C([n+]2ccc(CCCc3ccccc3)cc2)=C([O-])c2ccccc21
  -2	nt	0	3.0	nt	-4	-1	6
30: CN(CC(=O)Nc1c(Cl)cccc1Cl)C(=O)c1n[nH]c2ccccc12
  1	28	-5	-0.5	2	4	-1	-5
31: Cc1cc(O)c(C)c(O)c1/C=N/NC(=O)c1cccnc1
  1	36	-4	7.6	5	-2	16	-18
32: C[C@H]1CN([C@@H](C)CO)C(=O)c2cc(NC(=O)Cn3cnnn3)ccc2O[C@H]1CN(C)Cc1ccc(C(=O)Nc2ccccc2N)cc1
  3	17	3	-1.1	2	-1	-2	-11[16.7 µM]
33: O=C(O)/C(=C\c1ccc(Cl)c([N+](=O)[O-])c1)c1ccc(S(=O)(=O)N2CCCC2)s1
  -1	-7	-1	-4.4	nt	-5	6	nt
34: CCCC#Cc1ccc([C@@H]2[C@@H](CO)N(C(=O)C3CCC3)[C@H]2C#N)cc1
  15	-4	9	-3.7	2	-1	-3	nt
35: O=C(NC1CCCC1)C1CC(c2ccc(F)cc2)=NO1 (stereo unspecified)
  7	21	1	nt	nt	10	0	-1
36: CCc1nnc(NC(=O)CCC(=O)N2CCN(S(=O)(=O)c3cc(Cl)ccc3OC)CC2)s1
  -4	15	7	0.1	-15	1	-5	2
37: Cn1c(=O)c2c(ncn2Cc2cccc(Cl)c2)n(C)c1=O
  0	-8	5	nt	3	-3	0	-3
38: O=c1cc(-c2cc3ccccc3o2)c2cc(O)ccc2o1
  0	10	4	nt	nt	nt	-5	-6
39: COC(=O)C1(CCSC)NC(c2ccccc2F)C2C(=O)N(c3ccc4c(c3)OCCO4)C(=O)C21 (stereo unspecified)
  1	-11	0	-0.2	-8	0	-5	-1
40: O=C(CN1CCN(Cc2ccc3c(c2)OCO3)CC1)Nc1ccc2c(c1)OCCO2
  -1	-7	3	nt	nt	nt	3	0
41: CSc1nc2ccc(N3C(=O)C4CCCCC4C3=O)cc2s1 (stereo unspecified)
  -3	-18	-7	nt	nt	nt	-11	-2
42: Cc1ccc(N2CC(C(=O)OCC(=O)c3ccc([N+](=O)[O-])cc3)CC2=O)cc1 (stereo unspecified)
  -4	17	-4	-3.1	-9	0	nt	0
43: CCCCNC(=O)[C@H]1N2C(=O)c3c(ccc(OC)c3OC)C2SC1(C)C (stereo partly specified)
  1	3	2	1.1	-7	0	-1	-12
44: CCC(C)(C(=O)NC1CCCCC1)N(C)C(=O)c1ccccn1 (stereo unspecified)
  7	-2	-2	nt	17	nt	14	2
45: CO[C@@H]1CN(C)C(=O)c2cc(NC(=O)Nc3ccccc3Cl)ccc2OC[C@@H](C)N(S(=O)(=O)CC(F)(F)F)C[C@H]1C
  -2	5	-2	-3.0	2	10	-5	nt
46: CNC1(C(N)=O)CCN(Cc2ccccc2)CC1
  -1	5	3	0.3	-4	-2	-1	nt
47: CCOc1ccc(C(C(=O)NC2CCCC2)N(CCCO)C(=O)c2ccc(-c3ccccc3)[nH]2)cc1 (stereo unspecified)
  nt	3	nt	-3.2	-59	7	nt	8
48: CC1CCCN(S(=O)(=O)c2cc(C(=O)NCCc3ccc(S(N)(=O)=O)cc3)ccc2Cl)C1 (stereo unspecified)
  -1	-4	-1	-0.2	nt	-4	2	2
49: Cc1ccc(C2CC(=O)Oc3cc(C)c(Br)c(C)c32)cc1 (stereo unspecified)
  -2	3	2	-4.1	-5	4	-5	1
50: O=C1CN(S(=O)(=O)c2cccc(F)c2)C[C@H]2[C@@H](c3ccc(C4=CCCC4)cc3)[C@@H](CO)N12
  nt	nt	nt	2.7	0	-1	-10	nt
51: Cc1cc(/C=C(/C#N)C(=O)Nc2ccc(Cl)cc2)c(C)n1-c1cccnc1
  0	-1	nt	nt	21	0	-12	-4
52: COc1ccc(NC(=O)N[C@H]2CC[C@@H](CCn3cc(-c4ccccc4F)nn3)O[C@@H]2CO)cc1
  2	0	3	-1.6	5	nt	-15	nt
53: O=C(N[C@H]1CC[C@H](CCNC(=O)C2CCC2)O[C@H]1CO)c1ccccn1
  -1	-3	0	-1.9	16	nt	6	nt
54: CC1(C)Cc2c(oc3ncn4ncnc4c23)CO1
  0	nt	0	nt	nt	nt	-3	-2
55: C[C@@H]1CCCCO[C@@H](CN(C)C(=O)CCCN(C)C)[C@H](C)CN([C@@H](C)CO)C(=O)c2cc(NC(=O)Nc3ccc4c(c3)OCO4)ccc2O1
  2	nt	-3	1.2	0	-9	0	3[16.7 µM]
56: CCN(CC)S(=O)(=O)c1ccc2c(c1)c(=O)c(C(=O)NCCc1ccccc1)cn2C
  -2	3	-6	-2.6	4	-5	-9	nt
57: Cc1nn(-c2ccccc2)c(C)c1NC(=O)COc1cc(F)ccc1[N+](=O)[O-]
  -1	5	-1	0.4	-10	1	1	-1
58: CCOc1cc(/C=C(/C#N)c2ccc(F)cc2)ccc1OCc1ccc(C(=O)O)o1
  -6	-9	-5	nt	nt	nt	-3	-3
59: COCC(=O)Nc1ccc2c(c1)C(=O)N(C)C[C@@H](OC)[C@@H](C)CN(Cc1ccncc1)[C@H](C)CO2
  2	-7	0	3.6	18	3	1	-15[16.7 µM]
60: COC(=O)CN1C(c2ccccc2)=Nc2ccc(Cl)cc2C1c1ccccc1 (stereo unspecified)
  0	-1	0	nt	nt	-2	6	4

# Retrieved one by one from the entries so far, two records:
# Below each compound – Cneo AK release	Statin myotox sup	PglD inh	F508del corr	GSIS activator	FN deposition inh	PGC1a acetyl inh	miR122 inh
58: CCOc1cc(/C=C(/C#N)c2ccc(F)cc2)ccc1OCc1ccc(C(=O)O)o1
  -6	-9	-5	nt	nt	nt	-3	-3
39: COC(=O)C1(CCSC)NC(c2ccccc2F)C2C(=O)N(c3ccc4c(c3)OCCO4)C(=O)C21 (stereo unspecified)
  1	-11	0	-0.2	-8	0	-5	-1

# Next section
# Below each compound – Cneo AK release	Statin myotox sup	PglD inh	F508del corr	GSIS activator	FN deposition inh	PGC1a acetyl inh	miR122 inh
61: CCC1(c2ccc(F)cc2)NC(=O)N(CC(=O)N2CCOCC2)C1=O (stereo unspecified)
  2	nt	1	nt	nt	nt	2	1
62: CS(=O)(=O)N(CC(=O)NCc1ccncc1)Cc1ccc(Cl)cc1
  1	nt	-1	nt	nt	nt	6	-7
63: O=C(CN1C(=O)NC2(CCCC2)C1=O)Nc1cc(S(=O)(=O)N2CCOCC2)ccc1OCC(F)(F)F
  3	nt	0	1.1	-22	nt	1	nt
64: O=C(c1ccccn1)N1C[C@H]2[C@@H](c3ccccc31)[C@H](CO)N2C(=O)c1ccccn1
  0	-10	-1	0.4	8	nt	9	-12[16.7 µM]
